Giardia FBPA inh: inhibitors of Giardia lamblia fructose-1,6-bisphosphate aldolase | A8B2U2 | purified Giardia FBPA | Potency, µM (top dose mostly 59.6 µM), inactives show at the top dose activity, negative = inhibition, actives largely listed as inhibitors | 0.71% of 290,000 active | AID 2451; also: potency is read from the fitted curve at half-maximal effect; nearly all actives have a fitted effect of over 55% in size
Target sequence (A8B2U2 whole entry, looked up): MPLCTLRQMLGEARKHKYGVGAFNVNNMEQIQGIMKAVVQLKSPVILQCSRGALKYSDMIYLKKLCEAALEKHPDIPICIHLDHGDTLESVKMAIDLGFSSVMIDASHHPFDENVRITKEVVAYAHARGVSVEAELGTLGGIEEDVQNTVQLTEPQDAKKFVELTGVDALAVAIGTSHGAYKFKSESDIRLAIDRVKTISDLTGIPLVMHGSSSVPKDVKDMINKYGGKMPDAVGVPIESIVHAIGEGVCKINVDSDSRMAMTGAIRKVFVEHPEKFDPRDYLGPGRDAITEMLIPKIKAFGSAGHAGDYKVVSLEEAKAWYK
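40 nM FBPA preincubated 10 min at RT with compound (up to 57.5 uM final), then substrate plus GAPDH/TPI/NAD/arsenate coupling and diaphorase/resazurin added. Fluorescence read after 20 min at RT, 525/598 nm.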
HCMV inh: inhibitors of human cytomegalovirus; HFF cells, HCMV-luciferase reporter, 72 h; active compounds read low; activity change, negative = inhibition, % at 57.5 µM; 4.5% of 410,000 active; AID 1259415; in the data active = activity change below about -60%; inconclusive = no clear call, values can overlap the other calls; inactive = above about -39%
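After 16 h attachment at 37C, HFF cells received test compound and HCMV-luciferase (1 PFU/cell); reporter luminescence read 72 h later, data normalized against buffer-only and known inhibitor Salinomycin.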
Sm TGR block: inhibitors of Schistosoma mansoni thioredoxin glutathione reductase. purified TGR, DTNB reduction, TNB absorbance 405 nm. AID 485364. Q962Y6. Potency, µM (highest dose often 114 µM), without a hit: at the highest dose activity change, negative = inhibition, usual class: inhibitors. 3% of 360,000 active; also: potency is read from the fitted curve at half-maximal effect; nearly all actives have a fitted effect of over 60% in size
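TGR 20 nM + NADPH 100 uM (dispensed conc.), cpd preinc 15 min RT; start with NADPH (500 uM addition) then DTNB (15 mM addition). Kinetic TNB absorbance, 405 nm filter. Four-parameter Hill fit across titration.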
AMA1 RON2 block: disrupts binding of P. falciparum AMA1 to RON2. Potency, µM (highest dose often 58.2 µM), without a hit: at the top dose activity change, negative = inhibition, hits mostly inhibitors. AlphaScreen AMA1-biotinylated RON2 peptide binding. AID 720542. 0.2% of 360,000 active;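 also: potency is read from the fitted curve at half-maximal effect; 0% = vehicle wells and -100% = peptide control; nearly all actives have a fitted effect of over 45% in size; some results filed as inactive show a strong effect at the top dose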
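AMA1 (3D7) with his tag at 25 nM final met compounds first, then biotinylated RON2 peptide at 25 nM; detection used donor plus acceptor beads, 10 µg/mL apiece, read by AlphaScreen after 30 min at room temperature.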
AmpC no deterg: inhibitors of E. coli AmpC beta-lactamase without detergent. Potency, µM (highest dose often 57.1 µM), for inactives: top-dose activity change, negative = inhibition, hits mostly inhibitors. 0.52% of 330,000 active. AmpC nitrocefin hydrolysis, absorbance 480 nm, 0.0001% Triton. P00811;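 also: potency is read from the fitted curve at half-maximal effect; plate controls were no compound for no effect and no enzyme for full effect; nearly all actives have a fitted effect of over 20% in size; some results filed as inactive show a strong effect at the top dose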
Target sequence (P00811 whole entry, looked up): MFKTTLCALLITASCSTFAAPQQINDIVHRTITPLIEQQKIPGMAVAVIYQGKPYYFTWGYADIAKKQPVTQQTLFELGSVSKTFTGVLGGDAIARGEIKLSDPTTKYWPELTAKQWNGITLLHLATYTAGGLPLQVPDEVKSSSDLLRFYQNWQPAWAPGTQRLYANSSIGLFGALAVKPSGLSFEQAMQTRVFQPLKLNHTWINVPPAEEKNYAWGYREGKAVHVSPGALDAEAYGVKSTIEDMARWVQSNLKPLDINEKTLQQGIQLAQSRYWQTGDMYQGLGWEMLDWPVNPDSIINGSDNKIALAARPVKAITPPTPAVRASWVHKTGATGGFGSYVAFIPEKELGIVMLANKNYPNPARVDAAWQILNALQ
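20 mM phosphate pH 7.0 + 0.01% (detergent screen) or 0.0001% Triton X-100; 5.3 nM AmpC reagent; cpd preinc 15 min RT; nitrocefin (800 uM stock) to start; A480 q20 s × 4 min; Activity was normalised to no-enzyme and no-compound control wells.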
AmpC inh detg: blocks E. coli AmpC beta-lactamase in detergent assay; AmpC hydrolysis of nitrocefin, absorbance 480 nm, 0.01% Triton; Potency, µM (doses to about 114 µM), for the others: top-dose activity change, negative = inhibition, most hits filed as inhibitors; 0.041% of 370,000 active; AID 485294;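 also: potency is read from the fitted curve at half-maximal effect; 0% = no-compound wells and -100% = no-enzyme wells; nearly all actives have a fitted effect of over 25% in size; some results filed as inactive show a strong effect at the top dose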
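20 mM phosphate pH 7.0 + 0.01% (detergent screen) or 0.0001% Triton X-100; 5.3 nM AmpC reagent; cpd preinc 15 min RT; nitrocefin (800 uM stock) to start; A480 q20 s × 4 min; Activity was normalised to no-enzyme and no-compound control wells.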
* = called active by the depositor; [ ] = another dose, or the depositor's remark. Unless noted, calls follow the shape of the dose curve; as a rule, active = well fitted curve in the direction sought with a large enough effect; inconclusive = small, poorly fitted or top-dose-only effect, or another doubt; inactive = no such curve, though single readings can be large; an effect the other way counts as inactive or inconclusive. Unless noted, % is scaled to controls: 0 for no effect and ±100 for the full control effect.

Screening COCCNC(=O)CCc1c(C)nc2c(c(C)nn2-c2ccc(C)c(C)c2)c1C returned Giardia FBPA inh 3%, HCMV inh -20, Sm TGR block -4%, AMA1 RON2 block 0%, AmpC no deterg 47% and AmpC inh detg -4%.
`COc1ccc(N(C(=O)Cc2cccs2)C(C(=O)NC2CCCCC2)c2cccn2C)cc1` (stereo unspecified) gave Giardia FBPA inh 3%, HCMV inh -1, Sm TGR block -5%, AMA1 RON2 block -8%, AmpC no deterg -6% and AmpC inh detg 5%.
`Cc1ccc(N(CC(=O)Nc2ccc(F)c(Cl)c2)S(=O)(=O)c2c(C)noc2C)cc1` gave Giardia FBPA inh -1%, HCMV inh -9, Sm TGR block 10%, AMA1 RON2 block 0%, AmpC no deterg -16% and AmpC inh detg -3%.
`C=CCOC(=O)C1=C(C)OC(N)=C(C#N)C1c1ccccc1F` (stereo unspecified) gave Giardia FBPA inh 0%, HCMV inh 12, Sm TGR block -34%, AMA1 RON2 block -1%, AmpC no deterg -13% and AmpC inh detg 6%.
For COc1ccccc1N1CCN(Cc2ccc(Cl)cc2Cl)CC1 the results were Giardia FBPA inh -27%, HCMV inh -27, Sm TGR block -25%, AMA1 RON2 block -19%, AmpC no deterg -3% and AmpC inh detg 1%.
For CCOC(=O)c1ccc(S(=O)(=O)NCCN(CC)CC)cc1 the results were Giardia FBPA inh 5%, HCMV inh 65, Sm TGR block -5%, AMA1 RON2 block 19%, AmpC no deterg -7% and AmpC inh detg -7%.
Screening Cc1ccc(Cl)cc1NC(=O)CON=C(N)c1ccccc1 returned HCMV inh -19, Sm TGR block 2%, AMA1 RON2 block -8%, AmpC no deterg -22% and AmpC inh detg inconclusive.
For COc1ccc(CN(C(=O)CN2C(=O)C(C)Oc3ccccc32)C2CCCC2)c(OC)c1 (stereo unspecified) the results were Giardia FBPA inh -2%, HCMV inh -4, Sm TGR block -3%, AMA1 RON2 block -9%, AmpC no deterg 105%[activator] and AmpC inh detg 0%.
Screening COc1cc(-c2noc(-c3ccc(N(C)C)c([N+](=O)[O-])c3)n2)cc(OC)c1OC returned HCMV inh 4, Sm TGR block -9% and AmpC inh detg 0%.
CC(C)N1CCN(Cc2ccc(C#CCCO)cc2)CC1CCO (stereo unspecified) was read as Giardia FBPA inh 2%, HCMV inh 13, Sm TGR block 11%, AMA1 RON2 block -1%, AmpC no deterg -2% and AmpC inh detg -9%.
N#Cc1ccccc1COC(=O)c1cccnc1N was read as Giardia FBPA inh -19%, HCMV inh 31, Sm TGR block inconclusive, AMA1 RON2 block -1%, AmpC no deterg -20% and AmpC inh detg -5%.
Screening CCN(CC)C(=O)c1ccc(S(=O)(=O)NCc2cccnc2)cc1 returned Giardia FBPA inh -7%, HCMV inh -20, Sm TGR block 1%, AMA1 RON2 block 2%, AmpC no deterg 0% and AmpC inh detg -9%.
`CCN(CC)C(=O)CSc1nc(N)c2c3c(sc2n1)CC(C)CC3` (stereo unspecified) gave Giardia FBPA inh 8%, HCMV inh 56, Sm TGR block -5%, AMA1 RON2 block 3%, AmpC no deterg 125%[activator] and AmpC inh detg -4%.
`CC(=O)c1cccc(NS(=O)(=O)c2cc(-c3onc(C)c3C)ccc2C)c1` gave HCMV inh -34, Sm TGR block 6% and AmpC inh detg 4%.
Screening CCOCCCNc1nc2c(C)cccn2c(=O)c1/C=C1\SC(=S)N(C(C)CC)C1=O (stereo unspecified) returned Giardia FBPA inh -16%, HCMV inh -29, Sm TGR block 2%, AMA1 RON2 block -9%, AmpC no deterg -18% and AmpC inh detg 1%.
CCC(CO)Oc1cc(NC(=O)c2ccccc2Cl)c2ncn(C(C)C)c2c1 (stereo unspecified) was read as HCMV inh 18, AMA1 RON2 block -1% and AmpC no deterg 31%.
For COc1ccc(NC(=O)C2CSC(C)(C)N2C=O)cc1 (stereo unspecified) the results were Giardia FBPA inh 0%, HCMV inh inconclusive, Sm TGR block 1%, AMA1 RON2 block -7%, AmpC no deterg -21% and AmpC inh detg 4%.
`O=[N+]([O-])c1cccc(OCC(O)CN2CCN(S(=O)(=O)c3cc(Cl)ccc3Cl)CC2)c1` (stereo unspecified) gave Giardia FBPA inh -14%, HCMV inh 0, Sm TGR block 6%, AMA1 RON2 block -20%, AmpC no deterg 37% and AmpC inh detg -12%.
`CCOC(=O)c1cccc(NC(=O)Nc2ccc3c(c2)C(=O)OC3)c1` gave Giardia FBPA inh 0%, HCMV inh inconclusive, Sm TGR block -7%, AMA1 RON2 block -3%, AmpC no deterg -14% and AmpC inh detg -6%.
`O=C(COc1ccc(Cl)cc1)NCC(c1ccco1)S(=O)(=O)c1ccc(F)cc1` (stereo unspecified) gave HCMV inh -15, Sm TGR block 25µM* and AmpC inh detg -3%.
Screening COc1ccc(C(=O)/C=C/c2ccc(N3CCCCC3)c([N+](=O)[O-])c2)cc1 returned Giardia FBPA inh -1%, HCMV inh -31, Sm TGR block 6%, AMA1 RON2 block inconclusive, AmpC no deterg -29% and AmpC inh detg -3%.
Screening NC(=O)CSc1nnc(NC(=O)c2ccc(S(=O)(=O)N3CCOCC3)cc2)s1 returned HCMV inh 18, Sm TGR block -1%, AMA1 RON2 block -11%, AmpC no deterg -13% and AmpC inh detg 1%.
`Cc1nn(-c2ccc(C(=O)O)cc2)c(C)c1Oc1ccccc1O` gave Giardia FBPA inh 10%, HCMV inh -35, Sm TGR block -1%, AMA1 RON2 block 4%, AmpC no deterg -24% and AmpC inh detg inconclusive.
For CCn1nc(C)c(CN2CCC(n3nccc3NC(=O)c3ccccc3OC)CC2)c1C the results were Giardia FBPA inh -1%, HCMV inh 49, Sm TGR block -27%, AMA1 RON2 block -8%, AmpC no deterg -5% and AmpC inh detg inconclusive.
CC[C@]12c3[nH]c4cc(-c5ccco5)ccc4c3CCN1C(=O)[C@@H](CC(=O)NCc1ccc(OC)c(OC)c1)C[C@@H]2C(=O)N1CCN(C(=O)C2CC2)CC1 was read as HCMV inh 6, AMA1 RON2 block -22% and AmpC no deterg 268%[activator].
For O=C(Nc1ccccc1F)N(CCCN1CCOCC1)Cc1cc2cc3c(cc2[nH]c1=O)OCCO3 the results were Giardia FBPA inh 2%, HCMV inh -3, Sm TGR block -11%, AMA1 RON2 block 0%, AmpC no deterg 27% and AmpC inh detg inconclusive.
Screening O=C(COC(=O)c1cc([N+](=O)[O-])ccc1N1CCOCC1)Nc1cc(F)ccc1F returned HCMV inh 0, Sm TGR block 7%, AMA1 RON2 block -3%, AmpC no deterg -18% and AmpC inh detg inconclusive.
`Cc1cccc2nc(-c3cccc(NC(=O)c4ccc(Cl)cc4)c3)cn12` gave Giardia FBPA inh 0%, HCMV inh -11, Sm TGR block -4%, AMA1 RON2 block -17%, AmpC no deterg -18% and AmpC inh detg inconclusive.
`O=C1C(NS(=O)(=O)c2ccc(Br)cc2)=C(N2CCCCC2)C(=O)c2ccccc21` gave Giardia FBPA inh inconclusive, HCMV inh 6, Sm TGR block -18%, AMA1 RON2 block 16µM*, AmpC no deterg -28% and AmpC inh detg 3%.
`CC(C)c1ccc(C(=O)Nc2nnc(S(=O)(=O)N3CCOCC3)s2)cc1` gave HCMV inh 9, Sm TGR block 2%, AMA1 RON2 block -3%, AmpC no deterg -16% and AmpC inh detg -7%.
For COC(=O)c1cccc(NC(=O)CC2NCCNC2=O)c1 (stereo unspecified) the results were Giardia FBPA inh 1%, HCMV inh 32, Sm TGR block 14%, AMA1 RON2 block 16%, AmpC no deterg -4% and AmpC inh detg 6%.
For O=C(CSCCO)Nc1ccc(C2CCCCC2)cc1 the results were Giardia FBPA inh -5%, HCMV inh 88, Sm TGR block 2%, AMA1 RON2 block -8%, AmpC no deterg 56% and AmpC inh detg 0%.
`Cc1cc(NC(=O)COC(=O)C2CCC(=O)N2)c([N+](=O)[O-])cc1C` (stereo unspecified) gave Giardia FBPA inh -6%, HCMV inh -22, Sm TGR block 2%, AMA1 RON2 block -5%, AmpC no deterg -4% and AmpC inh detg 8%.
Cc1ccc(S(=O)(=O)N(CC(=O)N2CCCCCC2)c2ccccc2F)cc1 was read as HCMV inh -62*, Sm TGR block 8%, AMA1 RON2 block -4%, AmpC no deterg 39% and AmpC inh detg -2%.
Screening O=C(CC1SC(N2CCCCC2)=NC1=O)Nc1cccc(C(=O)Nc2ncccc2O)c1 (stereo unspecified) returned HCMV inh -8, Sm TGR block -10%, AMA1 RON2 block 61%[activator], AmpC no deterg -19% and AmpC inh detg inconclusive.
`CCN(c1ccc2c(c1)OCO2)S(=O)(=O)c1cc(Br)cc2c1N(C(=O)C1CC1)CC2` gave Giardia FBPA inh -25%, HCMV inh -31, Sm TGR block inconclusive, AMA1 RON2 block 1%, AmpC no deterg -3% and AmpC inh detg 1%.
Screening CCCCOc1ccc(CON(C(C)=O)C(C)=O)cc1Cl returned Giardia FBPA inh 0%, HCMV inh 0, Sm TGR block 7%, AMA1 RON2 block 9%, AmpC no deterg 30% and AmpC inh detg 2%.
c1ccc(-c2ccc(-c3nc(-c4ccncc4)no3)cc2)cc1 was read as Giardia FBPA inh -1%, HCMV inh -72*, Sm TGR block 9%[11.4 µM], AMA1 RON2 block 4%, AmpC no deterg -10% and AmpC inh detg inconclusive.
`CCCCN(CCCC)CCNC(=O)Cn1nc(C)n2c(cc3sccc32)c1=O` gave HCMV inh -6, Sm TGR block -1% and AmpC inh detg 7%.
Screening O=[N+]([O-])c1ccc(NS(=O)(=O)N2CCOCC2)cc1 returned HCMV inh 17, AMA1 RON2 block -6% and AmpC no deterg -12%.
For C=C(C)C(=O)OCC(O)COc1ccc(C(C)(C)c2ccc(OCC(O)COC(=O)C(=C)C)cc2)cc1 (stereo unspecified) the results were HCMV inh 36, Sm TGR block 1%, AMA1 RON2 block -14%, AmpC no deterg 75%[activator] and AmpC inh detg inconclusive.
For O=C(Cc1ccc(Cl)cc1)Nc1ccc2oc(-c3ccc(F)cc3)nc2c1 the results were HCMV inh -9, Sm TGR block 0% and AmpC inh detg -3%.

Ordered by molar mass (rising): 3 of the compounds above
N#Cc1ccccc1COC(=O)c1cccnc1N was read as Giardia FBPA inh -19%, HCMV inh 31, Sm TGR block inconclusive, AMA1 RON2 block -1%, AmpC no deterg -20% and AmpC inh detg -5%.
CC(C)N1CCN(Cc2ccc(C#CCCO)cc2)CC1CCO (stereo unspecified) was read as Giardia FBPA inh 2%, HCMV inh 13, Sm TGR block 11%, AMA1 RON2 block -1%, AmpC no deterg -2% and AmpC inh detg -9%.
For O=C(Nc1ccccc1F)N(CCCN1CCOCC1)Cc1cc2cc3c(cc2[nH]c1=O)OCCO3 the results were Giardia FBPA inh 2%, HCMV inh -3, Sm TGR block -11%, AMA1 RON2 block 0%, AmpC no deterg 27% and AmpC inh detg inconclusive.

Source: PubChem BioAssay
